Keap1 Nrf2 FP = inhibitors of human Keap1-Nrf2 protein-protein interaction. Keap1 Kelch-Nrf2 peptide fluorescence polarization, 1536-well. inhibition, % at 9.4 µM. 340,000 tested, 0.15% active; in the data active means inhibition above about 12%;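 further: human Keap1 Kelch domain with fluorescein labeled Nrf2 9mer peptide probe; 0% = neutral control wells and 100% = peptide positive control; higher means more block of Keap1 binding to Nrf2 peptide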
Target sequence (Q14145 whole entry, looked up, the tested form may be a part): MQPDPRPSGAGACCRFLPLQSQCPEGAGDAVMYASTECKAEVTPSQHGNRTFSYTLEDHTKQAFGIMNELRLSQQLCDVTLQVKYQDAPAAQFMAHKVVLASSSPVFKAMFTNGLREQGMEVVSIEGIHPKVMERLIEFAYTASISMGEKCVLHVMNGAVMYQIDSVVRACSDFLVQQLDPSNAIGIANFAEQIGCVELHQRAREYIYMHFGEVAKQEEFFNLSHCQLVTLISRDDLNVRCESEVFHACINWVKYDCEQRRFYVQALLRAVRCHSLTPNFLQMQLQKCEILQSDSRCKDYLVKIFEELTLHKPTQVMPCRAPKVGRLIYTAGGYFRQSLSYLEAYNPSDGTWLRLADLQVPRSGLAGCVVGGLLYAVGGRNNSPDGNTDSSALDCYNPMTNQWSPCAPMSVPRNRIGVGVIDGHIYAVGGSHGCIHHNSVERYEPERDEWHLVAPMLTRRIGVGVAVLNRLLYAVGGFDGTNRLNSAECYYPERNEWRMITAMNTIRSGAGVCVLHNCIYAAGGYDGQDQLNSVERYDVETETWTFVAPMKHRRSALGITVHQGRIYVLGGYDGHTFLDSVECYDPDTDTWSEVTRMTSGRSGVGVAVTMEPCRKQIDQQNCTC
V-ATPase pH = alters yeast V-ATPase proton transport | AID 504577 | response, % at 10 µM | S. cerevisiae, pHLuorin cytosolic pH fluorescence | 350,000 tested, 0.37% active; in the data active means response mostly above about 7.3%, no sharp cut-off; inactive means mostly below about 5.4%; further: actives read high; inactives centre near 0; some compounds called inactive have numbers as strong as hits; reference of the scale not given here
CAL PDZ FP-1 = blocks peptide binding to human CAL PDZ domain. purified CAL PDZ, TMR-peptide fluorescence polarization, 1 h. inhibition, % at 20 µM. AID 504414. Q9HD26. 330,000 tested, 0.02% active;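 active means highest replicate inhibition of at least 40%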;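 further: plate controls were DMSO neutral control wells for no effect and unlabeled competitor peptide control wells for full effect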
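Material: tagged CAL PDZ domain; buffer or medium: 25 mM sodium phosphate pH 7.4, 150 mM NaCl, TCEP, IgG, Thesit; compound dosing: single point, 20 µM; schedule: 1 h incubation at room temperature before polarization reading; measured by: FP readout, S and P plane fluorescence; read-out basis: percent inhibition from loss of millipolarization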
Pemphigus Ab inh = inhibitors of pemphigus antibody binding to human desmoglein-3; P32926; DSG3-coupled beads, scFv-anti-DSG3-GFP binding, flow cytometry; hits give low values; binding (percent of control), % at 10 µM; 310,000 tested, 0.48% active;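 active means binding more than 3 SD below its plate's average and above zero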;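 further: hits lower antibody fragment binding to DSG3; some compounds called inactive have numbers as strong as hits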
CAL PDZ FP-2 = blocks peptide binding to the human CAL PDZ domain. purified CAL PDZ, TMR-peptide fluorescence polarization, 1 h. inhibition, % at 24.9 µM. 300,000 tested, 0.92% active. AID 602252;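 active means mean inhibition of at least 30% with at least half of replicates also reaching 30%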;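 further: 0% = DMSO neutral control and 100% = excess unlabeled competitor peptide PRC23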
NSD2 HMT inh = NSD2 (human) methyltransferase inhibition. O96028. NSD2 peptide methylation, AlphaScreen, 120 min. inhibition, % at 12.5 µM. 310,000 tested, 0.54% active; in the data active means inhibition above about 50%
C-LANA FP = blocks KSHV LANA C-terminal domain binding to DNA; AID 504423; MBP-C-LANA/FAM-LBS DNA binding, fluorescence polarization; 340,000 tested, 0.078% active; inhibition, % at 9 µM;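 active means highest replicate inhibition at or above 60% at 9 µM, even if other replicates fall short; inactive means all replicates below 60% inhibition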;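 further: 0% = neutral control wells and 100% = 4 µM acridine orange control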
Cardiac RTF inh = cardiac RTF calcium desensitization; P19429+P45379; IANBD-labeled cardiac RTF, Ca2+ fluorescence; inhibition, % at 7.15 µM; 340,000 tested, 0.12% active; AID 493244;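 active means inhibition above the mean inhibition of all tested compounds plus 3 SD, cut at about 17% in these data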;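 further: assay run at fixed EC70 calcium of 1.6 mM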
Arrestin-AP2 inh = blocks beta-arrestin peptide binding to AP2 adaptin. inhibition, % at 10 µM. 340,000 tested, 0.31% active. FITC-arrestin peptide / GST-AP2 beads, flow cytometry; AP2 beta2 appendage carries R879A mutation. AID 504490;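 active means inhibition above a set limit, near 3 SD of compounds lacking own fluorescence, cut at about 54% in these data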;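 further: plate controls were DMSO wells for no effect and 5 µM unlabelled arrestin peptide for full effect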
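Material – GST-tagged AP2 beta2-adaptin appendage (R879A) on 4 µm glutathione beads · Probe or stimulus – fluorescein-tagged arrestin peptide at 50 nM final · Timing – 12 min plus 1 h, RT · Detection – bead flow cytometry, FITC channel · Read-out basis – inhibition as reduced fluorescein signal on beads, percent · Medium – PBS plus Tween 20 (0.05%) and BSA (0.1%)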
DAGLB inhibitor = blocks human DAGLB lipase activity; inhibition, % at 5.17 µM; 340,000 tested, 0.059% active; HEK293T DAGLB membrane lysate, EnzChek fluorogenic substrate; in the data active means inhibition above about 34%;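 further: 0% = enzyme with vehicle and 100% = wells lacking enzyme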
Numbers without * were called inactive.

Screening Cc1cc(NC(=O)CCC(=O)N(c2ccc(F)cc2)C(C(=O)NC2CCCC2)c2ccc(C)o2)no1 (configuration not stated) returned Keap1 Nrf2 FP 1.5, V-ATPase pH 1.1, CAL PDZ FP-1 -1.6, Pemphigus Ab inh 90.5, CAL PDZ FP-2 5.2, NSD2 HMT inh -0.8, C-LANA FP 1.1, Cardiac RTF inh -26.4, Arrestin-AP2 inh 2.3 and DAGLB inhibitor 0.2.
`COc1cccc(NC2=NCC(=O)N2Cc2cccs2)c1` gave Keap1 Nrf2 FP 1.0, V-ATPase pH 2.4, Pemphigus Ab inh 100.5, CAL PDZ FP-2 -2.8, NSD2 HMT inh -9.5, C-LANA FP 0.2, Cardiac RTF inh -6.0, Arrestin-AP2 inh -4.3 and DAGLB inhibitor -1.4.
Screening CC(C)N(Cc1cnn(C)c1)Cc1nc(-c2ccc(Cl)cc2)no1 returned Keap1 Nrf2 FP -2.0, V-ATPase pH 0.4, CAL PDZ FP-1 -0.4, Pemphigus Ab inh 103.5, CAL PDZ FP-2 -2.6, NSD2 HMT inh 1.6, C-LANA FP 1.7, Cardiac RTF inh -3.1, Arrestin-AP2 inh -12.5 and DAGLB inhibitor -2.9.
CS(=O)(=O)c1ccc(C(=O)OCC(=O)NNC(=O)COc2ccc(Cl)cc2)cc1 was read as Keap1 Nrf2 FP -1.8, V-ATPase pH -3.1, CAL PDZ FP-1 -2.5, Pemphigus Ab inh 108.7, CAL PDZ FP-2 -3.9, NSD2 HMT inh -9.1, C-LANA FP 0.8, Cardiac RTF inh -11.4, Arrestin-AP2 inh 18.8 and DAGLB inhibitor 4.0.
CCOC(=O)c1cc(OC(C)=O)c2ccc(OC)c(OC)c2c1 was read as V-ATPase pH 0.1, Pemphigus Ab inh 110.3, NSD2 HMT inh -12.4 and DAGLB inhibitor -10.8.
`CCN(CC)S(=O)(=O)C1CCS(=O)(=O)C1` (configuration not stated) gave Keap1 Nrf2 FP -2.0, V-ATPase pH -5.1, CAL PDZ FP-1 -1.9, Pemphigus Ab inh 91.0, CAL PDZ FP-2 0.9, NSD2 HMT inh -3.4, C-LANA FP -2.0, Cardiac RTF inh -1.9, Arrestin-AP2 inh 11.8 and DAGLB inhibitor -1.3.
Screening O=S(=O)(NCCSc1ccccc1)c1cccs1 returned Keap1 Nrf2 FP -5.6, V-ATPase pH -4.2, CAL PDZ FP-1 -2.2, Pemphigus Ab inh 91.5, CAL PDZ FP-2 -3.2, NSD2 HMT inh -2.1, C-LANA FP -0.1, Cardiac RTF inh 1.7, Arrestin-AP2 inh 19.2 and DAGLB inhibitor -2.8.
Nc1ccc(Cc2ccc(N)c(O)c2)cc1O was read as Keap1 Nrf2 FP -7.1, V-ATPase pH -1.8, Pemphigus Ab inh 88.0, CAL PDZ FP-2 5.2, NSD2 HMT inh 1.1, C-LANA FP -0.6, Cardiac RTF inh -3.8, Arrestin-AP2 inh 4.3 and DAGLB inhibitor 3.2.
For O=C(Cn1cnc2c(OCc3ccccc3)ncnc21)N[C@H](CO)Cc1cc2ccccc2[nH]1 the results were Keap1 Nrf2 FP -1.9, V-ATPase pH 2.9, CAL PDZ FP-1 0.3, Pemphigus Ab inh 97.3, CAL PDZ FP-2 -9.8, C-LANA FP -2.2, Cardiac RTF inh -3.0, Arrestin-AP2 inh 3.0 and DAGLB inhibitor -0.8.
`COc1ccccc1-c1nnc2sc(C3CCCCC3)nn12` gave Keap1 Nrf2 FP -2.2, V-ATPase pH -0.5, CAL PDZ FP-1 -4.9, Pemphigus Ab inh 103.3, NSD2 HMT inh -1.6, C-LANA FP 0.4, Cardiac RTF inh -7.0, Arrestin-AP2 inh -0.2 and DAGLB inhibitor -3.6.
For O=C(COc1ccccc1)Nc1ncc2c(n1)CCCC2=O the results were Keap1 Nrf2 FP 6.1, V-ATPase pH 4.2, CAL PDZ FP-1 -0.3, Pemphigus Ab inh 109.2, CAL PDZ FP-2 -2.8, NSD2 HMT inh 26.5, C-LANA FP -1.8, Cardiac RTF inh -12.5, Arrestin-AP2 inh 7.1 and DAGLB inhibitor -1.8.
For CCCOc1ccc(CN2CCOCC2)cc1OC the results were Keap1 Nrf2 FP -3.1, V-ATPase pH -0.4, CAL PDZ FP-1 0.1, Pemphigus Ab inh 93.8, CAL PDZ FP-2 -1.9, NSD2 HMT inh -1.4, C-LANA FP -12.5, Cardiac RTF inh -5.0, Arrestin-AP2 inh 35.1 and DAGLB inhibitor 0.1.
COCC(=O)N1CCCC(C(=O)c2ccc(-c3ccccc3)cc2)C1 (configuration not stated) was read as Keap1 Nrf2 FP 1.4, V-ATPase pH -1.3, CAL PDZ FP-1 -1.7, Pemphigus Ab inh 134.0, CAL PDZ FP-2 -5.2, NSD2 HMT inh 1.6, C-LANA FP 1.3, Cardiac RTF inh 1.0, Arrestin-AP2 inh -4.8 and DAGLB inhibitor 0.1.
Screening CCOc1ccccc1N(CC(=O)NCCOC)C(=O)CCC(=O)Nc1ccccn1 returned Keap1 Nrf2 FP -0.8, V-ATPase pH -2.6, CAL PDZ FP-1 -0.6, Pemphigus Ab inh 96.4, CAL PDZ FP-2 -2.7, NSD2 HMT inh 1.7, C-LANA FP -0.3, Cardiac RTF inh -17.4, Arrestin-AP2 inh -16.1 and DAGLB inhibitor 1.2.
`COc1ccc(-n2nnc3c(SCC(=O)NCc4ccco4)ncnc32)cc1` gave Keap1 Nrf2 FP 2.0, V-ATPase pH -1.9, CAL PDZ FP-1 -1.5, Pemphigus Ab inh 105.6, CAL PDZ FP-2 -2.7, C-LANA FP -1.9, Cardiac RTF inh 8.5, Arrestin-AP2 inh 19.6 and DAGLB inhibitor -2.6.
For COc1ccc(CCN2C(=O)C3C4C=CC(C5CC45)C3C2=O)cc1OC (configuration not stated) the results were Keap1 Nrf2 FP 0.0, V-ATPase pH -1.9, CAL PDZ FP-1 -1.0, Pemphigus Ab inh 111.3, CAL PDZ FP-2 -5.5, NSD2 HMT inh -1.4, C-LANA FP 0.6, Cardiac RTF inh 2.5, Arrestin-AP2 inh 12.6 and DAGLB inhibitor 0.3.
Screening O=C1C2C3c4ccccc4C(c4ccccc43)C2C(=O)N1Cc1ccco1 (configuration not stated) returned Keap1 Nrf2 FP -7.7, V-ATPase pH 2.2, CAL PDZ FP-1 0.2, CAL PDZ FP-2 -5.6, NSD2 HMT inh -0.7, C-LANA FP 4.8, Cardiac RTF inh 2.7, Arrestin-AP2 inh -3.9 and DAGLB inhibitor -3.6.
Screening CCC(Sc1nnc(-c2ccco2)n1C)C(=O)Nc1nnc(C)s1 (configuration not stated) returned Keap1 Nrf2 FP -1.9, V-ATPase pH -1.1, CAL PDZ FP-1 -3.2, CAL PDZ FP-2 -4.7, NSD2 HMT inh 4.5, C-LANA FP 1.5, Cardiac RTF inh -18.6, Arrestin-AP2 inh 0.3 and DAGLB inhibitor -2.9.
For CC1=CC(C)(C)N2C(=O)C3(SCC(=O)N3c3ccc(F)cc3)c3cc(C)cc1c32 (configuration not stated) the results were Keap1 Nrf2 FP -2.9, V-ATPase pH -1.9, Pemphigus Ab inh 102.3, CAL PDZ FP-2 -3.9, NSD2 HMT inh 2.1, C-LANA FP -0.2, Cardiac RTF inh -3.5, Arrestin-AP2 inh -0.4 and DAGLB inhibitor -0.2.
Screening COC(=O)CN1C(=O)[C@H]2[C@@H](c3ccc(C)o3)N3C(=O)CN(Cc4ccccn4)C(=O)[C@@]3(Cc3ccccc3)[C@H]2C1=O returned Keap1 Nrf2 FP -3.5, V-ATPase pH 1.0, CAL PDZ FP-1 -0.1, Pemphigus Ab inh 103.6, CAL PDZ FP-2 -0.7, C-LANA FP -0.4, Cardiac RTF inh -8.1, Arrestin-AP2 inh -2.6 and DAGLB inhibitor -2.3.
`O=C(Nc1ccc(Cl)cc1Cl)C1CCCO1` (configuration not stated) gave Keap1 Nrf2 FP -3.6, V-ATPase pH -1.7, Pemphigus Ab inh 91.6, CAL PDZ FP-2 -3.1, NSD2 HMT inh -7.1, C-LANA FP 1.1, Cardiac RTF inh -4.6, Arrestin-AP2 inh 44.1 and DAGLB inhibitor -3.1.
COc1cc(C2NC(=S)NC(C)=C2C(=O)Nc2cc(C)cc(C)c2)ccc1O (configuration not stated) was read as Keap1 Nrf2 FP 1.6, V-ATPase pH -1.8, CAL PDZ FP-1 -2.1, Pemphigus Ab inh 86.3, CAL PDZ FP-2 -5.3, NSD2 HMT inh -2.0, C-LANA FP -1.4, Cardiac RTF inh -0.7, Arrestin-AP2 inh -0.6 and DAGLB inhibitor -0.9.
For COc1ccc(C(=O)NCN2CCN(c3ccccc3)CC2)cc1OC the results were Keap1 Nrf2 FP -0.2, V-ATPase pH -0.2, CAL PDZ FP-1 -0.2, Pemphigus Ab inh 109.1, CAL PDZ FP-2 -1.0, NSD2 HMT inh -0.5, C-LANA FP 0.0, Cardiac RTF inh -7.4, Arrestin-AP2 inh -5.9 and DAGLB inhibitor -0.2.
`Cc1ccc(C(=O)Nc2c(C)n(C)n(-c3ccccc3)c2=O)cc1S(=O)(=O)N1CCOCC1` gave Keap1 Nrf2 FP -1.1, V-ATPase pH 3.7, CAL PDZ FP-1 0.7, Pemphigus Ab inh 100.5, CAL PDZ FP-2 0.5, NSD2 HMT inh 1.3, C-LANA FP -1.4, Cardiac RTF inh -6.2, Arrestin-AP2 inh -12.4 and DAGLB inhibitor -1.7.
For O=C(NCCOc1ccccc1)c1ccccc1[N+](=O)[O-] the results were Keap1 Nrf2 FP 5.1, V-ATPase pH 4.5, CAL PDZ FP-1 -0.8, Pemphigus Ab inh 100.0, CAL PDZ FP-2 -2.8, NSD2 HMT inh -1.3, C-LANA FP 1.4, Cardiac RTF inh -5.1, Arrestin-AP2 inh 42.0 and DAGLB inhibitor -1.0.
Screening CC1CN(S(=O)(=O)c2cccc(C(=O)Nc3ccccc3N3CCCC3)c2)CC(C)O1 (configuration not stated) returned Keap1 Nrf2 FP 0.3, V-ATPase pH -4.2, CAL PDZ FP-1 -1.5, Pemphigus Ab inh 118.0, CAL PDZ FP-2 -3.0, NSD2 HMT inh 8.4, C-LANA FP 1.7, Cardiac RTF inh 0.3, Arrestin-AP2 inh 8.7 and DAGLB inhibitor -0.8.
Screening CN(C(=O)c1cc2c(=O)n3ccccc3nc2s1)C1CCCCC1 returned Keap1 Nrf2 FP 2.2, V-ATPase pH -0.5, CAL PDZ FP-1 -3.7, Pemphigus Ab inh 108.8, CAL PDZ FP-2 -3.3, NSD2 HMT inh -7.6, C-LANA FP -0.8, Cardiac RTF inh -2.5, Arrestin-AP2 inh 19.7 and DAGLB inhibitor 0.8.

Source: PubChem BioAssay

Only part of the results is shown (hit frequency here may not be typical).
